Screening data deposited in PubChem BioAssay by National Center for Advancing Translational Sciences (NCATS).
PI4K2A block: blocks human PI4K2A kinase activity; Q9BTU6; activity change, negative = inhibition, % at 76.9 µM; purified PI4K2A, ADP-Glo luminescence, 1 h; stronger effect = lower value; AID 1346378; 420,000 tested, 0.13% active; in the data active = activity change below about -50%; inconclusive = mostly about -30% to -49%;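 note: -100% = wells without enzyme as full effect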
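ADP-Glo luminescence measured ADP generated by PI4K2A enzyme (4 ug/mL before mixing) with 1.2 mM PI substrate (pre-mix) and 300 microM ATP (pre-mix). Tris pH7.5 buffer with MgCl2, Triton X-100; 1 h reaction at ambient temperature.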
RGS4 inhibitor: human RGS4 inhibition | P49798 | Transcreener GDP fluorescence polarization, RGS4-accelerated GTP hydrolysis | AID 504845 | Potency, µM (titrated, usually from 114 µM), for inactives: at the top dose activity change, negative = inhibition, hits mostly inhibitors | 390,000 tested, 0.039% active; note: potency is the fitted concentration of half-maximal effect; % is set by controls: 0 for no effect and ±100 for the full control effect; nearly all actives have a fitted effect of over 75% in size; some results filed as inactive show a strong effect at the top dose
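MLSMR compounds (23 nl, pin-transferred) preincubated 10 min at room temperature with a 500nM (2x) first reagent, then RGS4 at 900nM (2x) plus Transcreener GDP mix added; fluorescence polarization (620/688 nm) read before and after 90 min at 30 °C.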
G9a block: inhibitors of human histone lysine methyltransferase G9a | G9a H3K9 monomethylation, AlphaScreen, 2 h | Q96KQ7 | AID 504332 | 350,000 tested, 8.8% active | Potency, µM (series often up to 102 µM), inactives show at the top dose activity, negative = inhibition, hits mostly inhibitors; note: potency is the fitted concentration of half-maximal effect; % is set by controls: 0 for no effect and ±100 for the full control effect; nearly all actives have a fitted effect of over 75% in size
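Quantitative HTS format: methyltransferase activity on a biotin-tagged H3K9 peptide is measured by AlphaScreen, using a rabbit anti-monomethyl-H3K9 antibody with streptavidin donor and anti-IgG acceptor beads. Final levels are 20 nM enzyme, 500 nM peptide, 20 uM SAM; 2 h RT.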
HP1b chromo inh: HP1-beta chromodomain-methylated histone interaction inhibition | AlphaScreen HP1-beta / biotin-H3K9me3 peptide binding | Potency, µM (titrated, usually from 114 µM), without a hit: at the highest dose activity change, negative = inhibition, hits mostly inhibitors | 390,000 tested, 0.56% active | P83916; note: potency is the fitted concentration of half-maximal effect; nearly all actives have a fitted effect of over 70% in size; inactives centre near 23
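Compound inhibition of the preformed complex between 50 nM HP1-beta and 50 nM biotinylated H3K9me3 peptide was read by AlphaScreen. Buffer was PBS pH 7.4 with 0.01% Tween-20. Incubations ran 30 min at room temperature, with 10 ug/mL donor/acceptor beads.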
GLS inhibitor: glutaminase GLS (human) inhibition. O94925. GLS enzymatic activity, qHTS titration. Potency, µM (titrated, usually from 45.5 µM), for the others: at the top dose activity change, negative = inhibition, actives largely listed as inhibitors. 410,000 tested, 0.21% active; note: potency is the fitted concentration of half-maximal effect; % is set by controls: 0 for no effect and ±100 for the full control effect
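Two-point fluorescence kinetic (t0, 30 min RT) for hKGA; glutamate detected via glutamate oxidase–HRP–Amplex Red. Substrate: 1 mM L-glutamine solution; buffer 45 mM KH2PO4, pH 8.2.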
JMJD2A Tudor: JMJD2A Tudor domain (human) inhibition; Potency, µM (titrated, usually from 114 µM), for inactives: at the top dose activity change, negative = inhibition, actives largely listed as inhibitors; 390,000 tested, 4.4% active; AlphaScreen JMJD2A-Tudor / H3K4me3 peptide binding; note: potency is the fitted concentration of half-maximal effect; % is set by controls: 0 for no effect and ±100 for the full control effect; nearly all actives have a fitted effect of over 50% in size
Target sequence (O75164 whole entry, looked up, the tested form may be a part): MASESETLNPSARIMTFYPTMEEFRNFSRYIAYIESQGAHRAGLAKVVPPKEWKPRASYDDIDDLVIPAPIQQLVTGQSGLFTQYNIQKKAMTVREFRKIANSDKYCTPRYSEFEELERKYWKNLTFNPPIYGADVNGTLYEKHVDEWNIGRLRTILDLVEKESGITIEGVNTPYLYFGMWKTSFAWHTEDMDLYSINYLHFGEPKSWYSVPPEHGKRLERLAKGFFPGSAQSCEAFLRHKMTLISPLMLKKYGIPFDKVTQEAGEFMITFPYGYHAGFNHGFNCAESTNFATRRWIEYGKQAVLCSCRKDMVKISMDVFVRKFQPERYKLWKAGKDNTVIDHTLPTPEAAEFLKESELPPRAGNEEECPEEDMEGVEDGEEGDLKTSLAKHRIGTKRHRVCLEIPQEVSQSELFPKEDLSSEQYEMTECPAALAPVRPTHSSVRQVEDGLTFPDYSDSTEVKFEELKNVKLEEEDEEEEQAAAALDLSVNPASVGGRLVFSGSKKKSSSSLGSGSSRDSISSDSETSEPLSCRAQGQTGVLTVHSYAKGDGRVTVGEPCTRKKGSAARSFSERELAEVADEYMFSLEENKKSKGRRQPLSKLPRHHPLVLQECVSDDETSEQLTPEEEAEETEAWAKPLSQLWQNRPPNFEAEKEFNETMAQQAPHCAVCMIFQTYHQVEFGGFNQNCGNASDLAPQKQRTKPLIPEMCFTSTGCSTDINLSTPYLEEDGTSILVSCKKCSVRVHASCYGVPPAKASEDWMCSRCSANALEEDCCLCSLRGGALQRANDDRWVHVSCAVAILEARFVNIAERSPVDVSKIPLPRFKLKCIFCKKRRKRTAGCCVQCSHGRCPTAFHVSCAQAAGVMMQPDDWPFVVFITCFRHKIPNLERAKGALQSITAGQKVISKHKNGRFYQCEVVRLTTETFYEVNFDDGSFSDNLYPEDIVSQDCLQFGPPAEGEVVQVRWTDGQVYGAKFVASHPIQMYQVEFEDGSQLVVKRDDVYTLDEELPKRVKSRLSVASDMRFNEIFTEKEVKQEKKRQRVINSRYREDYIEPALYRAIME
BAZ2B block: inhibitors of human BAZ2B bromodomain; 360,000 tested, 4.4% active; AlphaScreen BAZ2B-H3K14Ac peptide displacement; Potency, µM (top dose mostly 114 µM), inactives show top-dose activity change, negative = inhibition, most hits filed as inhibitors; note: potency is the fitted concentration of half-maximal effect; % is set by controls: 0 for no effect and ±100 for the full control effect; nearly all actives have a fitted effect of over 60% in size
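Complex of BAZ2B and biotin-H3K14Ac (50 nM apiece) forms over 30 min at RT, then faces library compounds up to 110 uM for another 30 min; AlphaScreen beads added, 20 min dark incubation, luminescence read.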
ERG Ets-DNA blk: blocks human ERG Ets domain binding to DNA; 370,000 tested, 0.028% active; P11308; fluorescence polarization, His-ERG Ets domain / labelled DNA; Potency, µM (highest dose often 76.9 µM), without a hit: top-dose FP activity, negative = inhibition, hits mostly inhibitors; active = well fitted inhibition curve with a large enough effect in the polarisation, with a control signal flat; inconclusive = small, poorly fitted or top-dose-only effect, or effect the other way, or a change in a side signal; inactive = no such curve, though single readings can be large or run the other way; the % refers to the polarisation;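 note: polarization taken with two DNA probes labelled with fluorescein and Texas red; potency is the fitted concentration of half-maximal effect; % of control where 0% means no effect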
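His-tagged ERG Ets domain (1 uM in the protein solution; 300mM KCl, 50mM Tris-HCl, 1mM EDTA, 1mM DTT, pH 7.5) received compound, then a probe mix of 5 nM fluorescein-DNA and 100nM Texas-615-DNA. Fluorescence polarization was read for both dyes.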
12-LOX inh: inhibitors of human 12S-lipoxygenase ALOX12; P18054; purified 12hLO, xylenol orange hydroperoxide absorbance; Potency, µM (doses to about 108 µM), for inactives: at the highest dose activity change, negative = inhibition, actives largely listed as inhibitors; 580,000 tested, 1.1% active; AID 1671190; note: potency is the fitted concentration of half-maximal effect; % is set by controls: 0 for no effect and ±100 for the full control effect
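Purified human 12hLO at 150 nM in 25 mM Hepes, 0.01% Triton X-100, pH 7.0, preincubated 15 min at room temperature with compound. Reaction started with 40 uM arachidonic acid, 30 min at room temperature. Hydroperoxide measured by Fe-xylenol orange, 573/405 nm absorbance ratio.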
* hit, by the source's call; ? = inconclusive; . = not tested or not shown; & = joins results of further samples; [ ] = dose if it differs, or a comment. Unless noted, calls come from the whole dose curve; as a rule, active = well fitted curve in the direction sought with a large enough effect; inconclusive = small, poorly fitted or top-dose-only effect, or another doubt; inactive = no such curve, though single readings can be large; an effect the other way counts as inactive or inconclusive. Not all compounds are listed; the hit share may differ from the screen's.

SMILES	PI4K2A block	RGS4 inhibitor	G9a block	HP1b chromo inh	GLS inhibitor	JMJD2A Tudor	BAZ2B block	ERG Ets-DNA blk	12-LOX inh
CCOc1ccc(NC(=O)c2c(NCc3cccs3)sc3c2CCCCC3)cc1	2	?	8.9µM*	-5%	0%	?	?	-9%	-28%
CCCNC(=O)c1ccc2c(=O)c(O)c(-c3ccc(C)cc3)[nH]c2c1	-1	-7%	16%[59 µM]	43%[activator]	19%	11%	2%	9%	-14%
O=C(Nc1cccc(S(=O)(=O)c2cccc(NC(=O)C3CC3)c2)c1)C1CC1	-3	-2%	?	19%	0%	-15%	9%	.	7%
COc1cccc(NC(=O)C2CCCN(c3ncnc4onc(C)c34)C2)c1 (stereo not drawn)	-2	-20%	-4%[59 µM]	6%	4%	-4%	7%[57.1 µM]	0%	3%
O=C(Cn1c(=O)oc2ccccc21)NCC1COc2ccccc2O1 (stereo not drawn)	1	-6%	.	25%	20%	-11%	0%	7%	14%
COc1ccc(S(=O)(=O)NCC(c2cccs2)N2CCc3ccccc3C2)cc1 (stereo not drawn)	-4	9%	19%[2.33 µM]	16%	-4%	-18%	1%	-3%	4%
COCCNc1oc(-c2ccco2)nc1S(=O)(=O)c1ccccc1	2	10%	?	24%	5%	-15%	-10%	-11%	.
Cc1ccc(CSc2nc3ncccc3[nH]2)cc1	-3	1%	8%	35%	10%	-8%	4%[57.1 µM]	-9%	3%
CCCCn1c(SCc2cccnc2)nc2c1c(=O)n(C)c(=O)n2C	-7	8%	-41%	39%[activator]	2%	-5%	11%	-7%	1%
CCN(CC)C(=O)CN(c1ccc(Cl)cc1)S(=O)(=O)c1ccccc1	-1	-2%	-12%[59 µM]	31%[activator]	-2%	-6%	12%	4%	-4%
O=C(COC(=O)CCc1ccc(S(=O)(=O)N2CCCCC2)cc1)Nc1cccc2ccccc12	-3	-17%	?	15%	3%	-19%	5%	.	-3%
Cc1cc(C)c(NC(=O)CSc2nccn2Cc2ccco2)c(C)c1	-2	-11%	-2%[59 µM]	10%[57 µM]	-9%	-22%	-15%	2%	-23%
CCc1ccc(NC(=O)c2nnn(Cc3cccc(C(F)(F)F)c3)c2N)cc1	6	-6%	-10%[59 µM]	31%	-1%	-6%	-33%	1%	?
CCC(c1ccc(O)c(O)c1)C(CC)c1ccc(O)c(O)c1 (stereo not drawn)	-10	?	.	?	?	79µM*	.	3%	.
Cc1ccc(CN2CCCn3nc(C(=O)NCc4ccccc4Cl)cc3C2=O)cc1	3	-25%	-28%[59 µM]	-19%	14%	-23%	-16%	6%	?
Cc1ccccc1-n1c(=O)c2ccccc2n2cnnc12	2	-5%	8%[59 µM]	32%	.	7%	10%	-3%	?
Cc1ccc2nc(N3CCOCC3)c(C=O)cc2c1	-2	7%	64%[activator]	37%	7%	4%	4%	3%	?
COC(=O)c1ccc(-c2sc3nc(N4CCOCC4)c4c(c3c2N)CCCC4)o1	4	2%	4%	51%	12%	-20%	5%	-12%	27%
Fc1ccccc1N1CCN(Cc2nc(-c3ccccc3)no2)CC1	-6	-21%	24%[59 µM]	110%[activator]	-2%	35%	19%	-7%	-16%
CCOC(=O)C1(CCOc2ccccc2)CCN(S(=O)(=O)N(C)C)CC1	2	-6%	50%	48%[activator]	5%	1%	7%	8%	-2%
COC(=O)c1sc2ccccc2c1-n1cccc1C(=O)C(=O)Nc1ccc(Cl)cc1	-3	12%	?	13%	-2%	?	-33%	-14%	0%
COc1ccc(C(CNC(=O)Nc2ccccc2)N2CCN(C)CC2)cc1 (stereo not drawn)	4	0%	-7%	52%[activator]	1%	-19%	-7%	-1%	-16%
CCN(CC(=O)Nc1cc(C)on1)CC(=O)Nc1ccccc1C(F)(F)F	-3	-43%	?	14%	1%	?	-5%	8%	0%
CC(C)c1ccc(NC(=O)CSc2n[nH]c(=O)n2C2CC2)cc1	5	17%	8%	26%	0%	-23%	-18%	-10%	-4%
CCOC(=O)C1=C(CSCC(=O)OC)NC(=O)NC1c1cc(C)ccc1C (stereo not drawn)	-9	26%	12%[2.33 µM]	19%	6%	-12%	-28%	-5%	-13%

(list continues)
SMILES	PI4K2A block	RGS4 inhibitor	G9a block	HP1b chromo inh	GLS inhibitor	JMJD2A Tudor	BAZ2B block	ERG Ets-DNA blk	12-LOX inh
COc1cc(C(=O)OC(C)C(=O)NC(=O)NC2CCCCC2)ccc1OC(F)F (stereo not drawn)	-9	7%	10%[12.7 µM]	27%	-2%	-21%	1%	2%	1%
Cc1ccccc1CCNC(=O)C1CCC(=O)N(C2CCCCCC2)C1 (stereo not drawn)	3	-11%	21%	18%	-12%	-1%	-31%	-20%	-3%
Cc1ccc[n+](CC(=O)c2cc3ccccc3oc2=O)c1	-3	7%	?	24%	69%[activator]	-17%	8%[57.1 µM]	.	-10%
COCCCN1C(=O)c2ccc(C(=O)Nc3ccccc3Cl)cc2C1=O	-3	-25%	26%	33%	-13%	2%	-9%	3%	0%
CCn1c(SCC(=O)OCc2ccccc2)nnc1-c1ccco1	-2	14%	28%[12.7 µM]	19%	0%	-7%	-5%	0%	-5%
O=C(COn1nnc2ccccc21)N1CCN(Cc2ccccc2)CC1	9	23%	18%	31%	-13%	3%	5%	0%	0%
O=C(O)c1cccnc1SC1CC(=O)N(c2cccc(C(F)(F)F)c2)C1=O (stereo not drawn)	1	13%	35µM*	42%[activator]	13%	-21%	8%	-11%	-49%
CCOC(=O)C1=C(COC(=O)COc2ccc(C(C)=O)cc2)NC(=O)NC1C (stereo not drawn)	3	-7%	7%[12.7 µM]	-7%	-8%	-15%	10%	10%	3%
O=C(NCCCN1CCN(c2cccc(Cl)c2)CC1)c1nc(-c2ccncc2)no1	4	-8%	-5%[12.7 µM]	31%	12%	-13%	-3%	-4%	0%
COc1cc2c(cc1OC)-c1cc3ccc4c(c3c[n+]1CC2)OCO4	-21	-20%	?	13%	2%	-28%	-37%	-24%	?
O=S(=O)(NCC(c1ccc2c(c1)OCO2)N1CCOCC1)c1ccc(Br)cc1 (stereo not drawn)	-18	-6%	-13%	29%	-1%	-6%	0%	-7%	-20%
COc1ccc(NS(=O)(=O)c2ccc(O)c([N+](=O)[O-])c2)cc1S(=O)(=O)N1CCCCC1	7	1%	.	-8%	9%	-26%	.	8%	-17%
COC(=O)c1ccccc1NC(=O)CSc1c2c(nc3ccc(Cl)cc13)CCCC2	8	6%	22%[59 µM]	24%	7%	-17%	.	-6%	-17%
CC(CCc1ccc(O)cc1)NC(c1ccccc1)c1ccc(Cl)cc1 (stereo not drawn)	-4	6%	.	22%	5%	-25%	-2%	6%	?
CCOc1ccccc1C(=O)n1nc2nc(C)cc(C)c2c1N	12	-5%	-23%	3%	-16%	-12%	-20%	6%	2%
COC(=O)c1ccc(NC(=O)c2cc(Cl)ccc2OC)cc1	0	13%	-32%	37%	3%	-15%	-13%	-4%	-16%
COc1ccc(CCNC(=O)CNS(=O)(=O)c2ccc(N(C)C)c([N+](=O)[O-])c2)cc1OC	-3	-28%	?	34%	-2%	-16%	-22%	-1%	-10%
Cc1ccc(C)c(N(CC(=O)NC2CCCC2)S(=O)(=O)c2ccccc2)c1	-5	-44%	.	46%[activator]	-10%	-4%	-5%	-3%	-1%
Cc1ccccc1CNC(=O)CCC(=O)N1CCOc2ccc(Cl)cc21	-1	-4%	14%	20%	0%	-12%	-5%	5%	-1%
O=C(N=Nc1c(O)n(Cc2ccccc2)c2ccccc12)c1ccc(O)cc1	1	-38%	15%[59 µM]	15%	-18%	-19%	-5%	4%	-11%
COc1ccc(C2/C=C\CN(C(=O)C3CCCCC3)CC(=O)N2Cc2ccc(F)cc2)cc1 (stereo not drawn)	0	-6%&-6%	4%[59 µM]	40%&15%[activator]	8%	-19%&-25%	-17%	-8%	14%
CCOC(=O)N1CCC(NC(=O)Cn2cccc2C(=O)c2ccccc2)CC1	8	28%	-14%	6%	5%	-6%	-4%	-6%	446%[activator]
CN(C(=O)CSc1nc2ccc(NC(=O)c3cccc(F)c3)cc2s1)c1ccccc1	-1	8%	-10%[59 µM]	38%	8%	-18%	-18%	-2%	-7%
COc1ccc(NC(=O)/C(C#N)=C\c2ccc(-c3cccc(C(=O)O)c3C)o2)cc1	11	4%	?	6%	-23%	-36%	-3%[0.457 µM]	-12%	-19%
Cc1ccc(N(CCC#N)C(=O)COC(=O)c2nc3nc(C)cc(C)n3n2)cc1	3	-9%	14%[0.501 µM]	12%	3%	-14%	11%	3%	-4%
CCN1CCN(c2cc(C)c3cc(NC(=O)c4ccncc4)ccc3n2)CC1	-3	28%	?	-6%	-4%	-32%	4%	22%	4%
Cc1ccc(CNC(=O)Cn2c3ncccc3c(=O)n2-c2ccccc2)cc1	-2	29%	-1%[59 µM]	7%	4%	?	3%	0%	-15%

An excerpt of these results, comma-delimited.
Compound,PI4K2A block,RGS4 inhibitor,G9a block,HP1b chromo inh,GLS inhibitor,JMJD2A Tudor,BAZ2B block,ERG Ets-DNA blk,12-LOX inh
COCCCN1C(=O)c2ccc(C(=O)Nc3ccccc3Cl)cc2C1=O,-3,-25%,26%,33%,-13%,2%,-9%,3%,0%
CCn1c(SCC(=O)OCc2ccccc2)nnc1-c1ccco1,-2,14%,28%[12.7 µM],19%,0%,-7%,-5%,0%,-5%
